Screening data (PubChem)
Sm TGR block – blocks Schistosoma mansoni thioredoxin glutathione reductase. Potency, µM (top dose mostly 114 µM), inactives show at the top dose activity change, negative = inhibition, usual class: inhibitors. 360,000 tested, 3% active. Q962Y6. purified TGR, DTNB reduction, TNB absorbance 405 nm; further: potency means the concentration at half of the fitted maximal effect; nearly all actives have a fitted effect of over 60% in size
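TGR 20 nM + NADPH 100 uM (dispensed conc.), cpd preinc 15 min RT; start with NADPH (500 uM addition) then DTNB (15 mM addition). Kinetic TNB absorbance, 405 nm filter. Four-parameter Hill fit across titration.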
HCMV antiviral – blocks human cytomegalovirus replication | HFF cells, HCMV-luciferase reporter, 72 h; active compounds read low | activity change, negative = inhibition, % at 57.5 µM | 410,000 tested, 4.5% active | AID 1259415; in the data active means activity change below about -60%; inconclusive means no clear call, values can overlap the other calls; inactive means above about -39%
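Human foreskin fibroblasts infected with luciferase-reporter HCMV at MOI 1 PFU/cell, compounds at two doses. Luciferase measured 72 h post infection; normalized to buffer-only basal and Salinomycin (10uM) controls.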
AmpC detergent – blocks E. coli AmpC beta-lactamase in detergent assay | 370,000 tested, 0.041% active | Potency, µM (titrated, usually from 114 µM), without a hit: at the highest dose activity change, negative = inhibition, actives largely listed as inhibitors | P00811 | AmpC hydrolysis of nitrocefin, absorbance 480 nm, 0.01% Triton;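 further: potency means the concentration at half of the fitted maximal effect; 0% = no-compound wells and -100% = no-enzyme wells; nearly all actives have a fitted effect of over 25% in size; some results filed as inactive show a strong effect at the top dose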
Target sequence (P00811 whole entry, looked up): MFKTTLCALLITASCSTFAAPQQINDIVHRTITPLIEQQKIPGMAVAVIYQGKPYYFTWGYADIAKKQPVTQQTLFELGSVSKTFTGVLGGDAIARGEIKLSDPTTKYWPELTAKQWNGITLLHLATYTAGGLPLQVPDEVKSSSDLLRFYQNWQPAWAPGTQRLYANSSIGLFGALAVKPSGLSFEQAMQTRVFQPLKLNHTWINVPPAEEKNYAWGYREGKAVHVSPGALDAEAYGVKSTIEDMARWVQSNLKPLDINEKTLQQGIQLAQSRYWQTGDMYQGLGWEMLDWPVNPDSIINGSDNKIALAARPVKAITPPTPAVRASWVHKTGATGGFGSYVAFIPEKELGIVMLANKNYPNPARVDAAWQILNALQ
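20 mM phosphate pH 7.0 + 0.01% (detergent screen) or 0.0001% Triton X-100; 5.3 nM AmpC reagent; cpd preinc 15 min RT; nitrocefin (800 uM stock) to start; A480 q20 s × 4 min; Activity was normalised to no-enzyme and no-compound control wells.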
AmpC no deterg – inhibitors of E. coli AmpC beta-lactamase without detergent | P00811 | AmpC nitrocefin hydrolysis, absorbance 480 nm, 0.0001% Triton | Potency, µM (top dose mostly 57.1 µM), for the others: at the top dose activity change, negative = inhibition, actives largely listed as inhibitors | 330,000 tested, 0.52% active | AID 485341;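 further: potency means the concentration at half of the fitted maximal effect; plate controls were no compound for no effect and no enzyme for full effect; nearly all actives have a fitted effect of over 20% in size; some results filed as inactive show a strong effect at the top dose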
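20 mM phosphate pH 7.0 + 0.01% (detergent screen) or 0.0001% Triton X-100; 5.3 nM AmpC reagent; cpd preinc 15 min RT; nitrocefin (800 uM stock) to start; A480 q20 s × 4 min; Activity was normalised to no-enzyme and no-compound control wells.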
TbPYK inhibitor – blocks Trypanosoma brucei pyruvate kinase. AID 624173. Potency, µM (doses to about 76.8 µM), for the others: at the top dose activity, negative = inhibition, hits mostly inhibitors. 410,000 tested, 0.12% active. TbPYK enzyme, Kinase-Glo Plus ATP luminescence, 45 min. Q57TT1; further: potency means the concentration at half of the fitted maximal effect; nearly all actives have a fitted effect of over 50% in size
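Activity of T. brucei pyruvate kinase was followed by Kinase-Glo Plus luminescence after the enzyme reacted 45 min at room temperature with 130 uM ADP (final) and substrate. Test compounds were added before ADP at multiple concentrations.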
AMA1 RON2 block – disrupts binding of P. falciparum AMA1 to RON2; AlphaScreen AMA1-biotinylated RON2 peptide binding; Potency, µM (titrated, usually from 58.2 µM), for inactives: at the highest dose activity change, negative = inhibition, most hits filed as inhibitors; AID 720542; 360,000 tested, 0.2% active;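 further: potency means the concentration at half of the fitted maximal effect; 0% = vehicle wells and -100% = peptide control; nearly all actives have a fitted effect of over 45% in size; some results filed as inactive show a strong effect at the top dose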
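AMA1 (3D7) with his tag at 25 nM final met compounds first, then biotinylated RON2 peptide at 25 nM; detection used donor plus acceptor beads, 10 µg/mL apiece, read by AlphaScreen after 30 min at room temperature.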
LmPK inhibitor – blocks Leishmania mexicana pyruvate kinase activity; 290,000 tested, 0.37% active; Q27686; Potency, µM (series often up to 57.5 µM), inactives show top-dose activity change, negative = inhibition, usual class: inhibitors; purified LmPK, Kinase-Glo ATP luminescence, 1 h; further: potency means the concentration at half of the fitted maximal effect
Target sequence (Q27686 whole entry, looked up): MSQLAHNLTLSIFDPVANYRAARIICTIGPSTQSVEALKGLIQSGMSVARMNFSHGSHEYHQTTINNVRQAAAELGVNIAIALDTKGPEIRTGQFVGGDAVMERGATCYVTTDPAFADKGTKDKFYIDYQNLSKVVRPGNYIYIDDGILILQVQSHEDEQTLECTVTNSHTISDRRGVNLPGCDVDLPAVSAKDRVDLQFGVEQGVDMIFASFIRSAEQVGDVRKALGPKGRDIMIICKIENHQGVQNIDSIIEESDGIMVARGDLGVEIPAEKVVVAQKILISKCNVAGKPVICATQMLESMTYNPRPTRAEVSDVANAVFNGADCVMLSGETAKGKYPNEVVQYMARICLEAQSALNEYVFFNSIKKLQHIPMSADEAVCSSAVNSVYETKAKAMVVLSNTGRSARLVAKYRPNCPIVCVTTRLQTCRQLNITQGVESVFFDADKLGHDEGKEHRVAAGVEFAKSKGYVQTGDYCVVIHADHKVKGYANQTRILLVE
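qHTS format; LmPK 0.1 nM; substrates PEP 0.5 mM and ADP 0.1 mM. One-hour room-temperature incubation, then coupled luciferase luminescence; 0.5 nM enzyme wells mark activation.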
The depositor's hits bear a star; u = inconclusive; x = not tested or not shown; & = joins results of further samples; ! = not confirmed by another sample; [ ] = another dose, or the depositor's remark. Unless noted, the call rests on the fitted dose curve; in most records, active means well fitted curve in the direction sought with a large enough effect; inconclusive means small, poorly fitted or top-dose-only effect, or another doubt; inactive means no such curve, though single readings can be large; an effect the other way counts as inactive or inconclusive. Unless noted, on the % scale 0 is the no-effect control and ±100 the full control effect.

structure,Sm TGR block,HCMV antiviral,AmpC detergent,AmpC no deterg,TbPYK inhibitor,AMA1 RON2 block,LmPK inhibitor
COc1ccc(C(=O)N/C(=C\c2ccc3c(c2)OCO3)C(=O)Nc2ccc(C(=O)O)cc2)cc1,-14%,-17,-10%,-10%,1%,u,3%
Cc1ccc(NC(=O)CCC(=O)N/N=C/C=C/c2ccccc2)cc1,1%,27,-11%,-25%,-10%,-16%,0%
COc1ccc(CNC(=O)C2CCN(S(=O)(=O)c3ccc(SC)cc3)CC2)cc1,-18%,20,-6%,-2%,-3%,-3%,-4%
O=C(CSc1nnc2ccccn12)Nc1ccc2c(c1)OCCO2,11%,24,u,-9%,1%,17%,1%
CCOc1ccccc1-n1c(SCC(=O)N(CC)CC)nnc1-c1ccccn1,4%,3,-12%,16%,1%,-10%,-4%
Cc1cccc(Cn2cc(C(=O)Nc3cc(F)ccc3F)ccc2=O)c1,5%,-35,1%,x,0%,x,x
COc1cc(O)c2c(=O)c3c(OC)c(O)ccc3oc2c1,-1%,27,-12%,-5%,-3%,-11%,-2%
CCCc1cc(=O)[nH]c(SCCc2ccccc2)n1,7%,34,-1%,-29%,7%,-5%,-8%
Cc1ccc(CCNC(=O)c2ccc3c(c2)N(Cc2ccccc2F)C(=O)c2ccccc2S3=O)cc1 (stereo not given),11%,-11,12%,x,-4%,x,x
O=C(CC1CCCC1)NNC(=O)c1ccc(F)cc1,-1%,-20,-8%,-10%,-3%,42%[activator],x
CC1=C(C(=O)Nc2ccccc2)C(c2ccc(Br)cc2)n2nc(CCCO)nc2N1 (stereo not given),1%,7,5%,x,4%,x,x
Nc1nn2cc(-c3ccccc3)nc2c2ccccc12,1%,388,0%,-43%,-9%,3%,-19%
O=C(Nc1ccc2nc(SCCOc3ccccc3)sc2c1)c1ccccc1F,5%,-6,17%,x,-3%,x,x
N#C/C(=C\c1ccc([N+](=O)[O-])cc1)C(=O)Nc1ccccc1O,-27%,171,-9%,-51%,-9%,20%,-3%
O=C(O)COc1ccc2c(c1)O/C(=C\c1ccco1)C2=O,22µM*,18,-5%,-19%,-22%,-2%,-8%
CC(=O)OC1CC2(O)C3CCC4CC(O)CCC4(C)C3CCC2(C)C1C1=CC(=O)OC1 (stereo not given),x,-97*,x,x,-7%,3%,x
CC1CCCCN1CCCNC(=O)c1c(O)nc2ccccn2c1=O (stereo not given),-9%,-38,-14%,-12%,0%,6%,-7%
Cc1sc2nc(COC(=O)c3cccc(OC(F)F)c3)[nH]c(=O)c2c1C,9%,0,-1%,-30%,3%,8%,5%
COc1ccc(CCC(=O)NNC(=O)Nc2ccc(C(C)=O)cc2)cc1,-20%,11,1%,-1%,-3%,96%[activator],-2%
Cc1ccc(Cl)cc1NS(=O)(=O)c1cn(C)nc1C,-20%,11,-1%,-21%,-1%,-1%,-11%
CCOc1ccc(N2C(=O)CC(/C=C3/N(C)c4ccccc4C3(C)C)C2=O)cc1 (stereo not given),-23%,23,-5%,x,-4%,-18%,1%
CC1(C)CC(=O)C2=C(C1)N(Cc1ccc(F)cc1)C(=O)C2(NC(=O)c1cccnc1)C(F)(F)F (stereo not given),-1%,5,1%,134%[activator],x,-2%,1%
CC1(c2ccccc2Cl)NC(=O)N(CC(=O)Nc2ccccc2OC(F)F)C1=O (stereo not given),0%,-25,-8%,-26%,2%,-15%,6%
CCN(CC)CCOc1ccc(C=NNc2nc3c([nH]2)c(=O)n(C)c(=O)n3C)cc1,x,70,x,x,-9%,111%[activator],x
CCOC(=O)N1CCN(S(=O)(=O)c2ccc(C(=O)Nc3nc4c(s3)CC(C)CC4)cc2)CC1 (stereo not given),0%,-19,4%,3%,0%,2%,3%
CCc1cc(C)cc(OCCOc2ccccc2/C=N/NC(C)=O)c1,6%,10,9%,9%,-10%,3%,9%
CCOC(=O)N1CCN(CC(O)c2ccccc2)CC1 (stereo not given),12%,u,4%,-22%,-8%,-20%,1%
COc1ccc(-c2noc(CC(=O)N(C)c3cc(Cl)c(OC)cc3OC)n2)cc1,-1%,-9,1%,x,-8%,x,x
CN(C(=O)c1ccc(Cl)cc1)c1ccc(OCC(=O)Nc2cc(C(=O)O)ccc2Cl)cc1,x,u,x,x,-7%,1%,x
O=C(NC1CCSc2ccccc21)c1ccc(F)cc1 (stereo not given),-1%,-4,u,-31%,-13%,0%,-4%
CC(=O)Nc1ccc2nc(CN3CCN(Cc4ccc(F)cc4)C(CCO)C3)ccc2c1 (stereo not given),25µM*,3,-7%,36%,-2%,11%,6%
COc1ccc(S(N)(=O)=O)cc1C(=O)OCC(=O)N1CCCC(C)C1 (stereo not given),x,0,x,-10%,0%,-8%,x
O=S(=O)(CCS(=O)(=O)c1ccccc1)c1ccccc1,x,-12,x,x,4%,-28%,x
N/C(=N\OC(=O)c1ccc(Cl)cc1)c1ccccn1,7%,53,-1%,-15%,u,39%[activator],5µM*
O=C(CSc1nc(O)cc(=O)n1-c1ccccc1)Nc1ccc2c3c(cccc13)CC2,2%,22,-15%,-45%,5%,-14%,2%
COc1ccccc1OCCNC(=O)c1cccs1,-2%,14,u,-19%,2%,-8%,-1%
CC1Cc2cc(S(=O)(=O)NCc3ccc(N(C)C)cc3)ccc2N1C(=O)C1CCC1 (stereo not given),-9%,-22,-6%,x,-1%,x,x
COc1ccc(CN(C)C(=O)c2ccc(OCC(=O)N3CCOCC3)c(OC)c2)cc1,-11%,-30,3%,27%,5%,8%[11.6 µM],x
Cc1ccc(S(=O)(=O)N2CCc3ccccc3C2)cc1,u,-26,4%,-10%,-10%,11%,-1%
Cc1c(NC2=NC(C)(C)Cc3ccccc32)c(=O)n(-c2ccccc2)n1C,-9%,-19,-6%,-20%,-14%,2%,2%
Cc1cc(C)cc(N(CC(=O)NCc2ccccc2Cl)S(=O)(=O)c2c(C)[nH]c(=O)[nH]c2=O)c1,1%&2%,-2&7,8%&14%,-5%,3%&-1%,1%,10%
CCc1c(O)nc(SCC(=O)Nc2ccccc2C)n(-c2ccc(C)cc2)c1=O,-10%,-8,-6%,-42%,1%,-6%,1%
O=C(COc1ccc(C2SCCS2)cc1)Nc1ccc(Cl)cc1,0%,14,1%,-34%,0%,-8%,2%
CC(C)c1ccc(S(=O)(=O)N2CCC(C(=O)NCc3ccco3)CC2)cc1,-22%,-18,u,1%,-5%,-1%,x
Cc1c(OCC(=O)N2C[C@H]3C[C@@H](C2)c2cccc(=O)n2C3)ccc2c3c(c(=O)oc12)CCCC3,-16%,-23,u,96%[activator],0%,41%[activator],0%
COc1cc(-c2nc3ccccn3c2Nc2ccccc2C)ccc1O,-2%,-3,19%,x,0%,x,x
CCCc1nc2ccc(Cl)cn2c1Cc1ccccc1OC,x,23,x,x,-5%,9%,x
CC(=O)Nc1c(C)nn(-c2ccccc2)c1N1CCC(C(=O)Nc2cc(Cl)ccc2C)CC1,-6%,55,-3%,x,-2%,x,x
c1csc(C2CCCN2c2nc3nonc3nc2NC2CC2)n1 (stereo not given),5%,-16,0%,1%,-5%,2%,2%
Cc1ccc(-n2ncc(C(=O)NCc3ccccn3)c2C2CCN(C(=O)OC(C)(C)C)CC2)cc1C,-9%,0,4%,x,-18%[15.4 µM],x,x
COc1ccccc1NC(=O)Cn1nnc(C(=O)NCc2ccc3c(c2)OCO3)c1N,-3%&-9%,-69*!,2%&2%,-19%,4%&-5%,-22%,0%
O=C(COc1ccc(Cl)cc1)Nc1ccc2c(c1)C(=O)NC2=O,2%,-23,-11%,-35%,-3%,10%,-10%
CCOc1cc(CO)cc(Br)c1OCC(=O)O,x,6,x,x,8%,-23%,x
CC1CCN(c2ccc(NC(=O)c3cccnc3)cc2)CC1,-6%,4,-11%,3%,-4%,3%,-7%
CCCc1cc(C(=O)N2CCC(n3nccc3NC(=O)c3ccc(OC)cc3)CC2)no1,3%,65,-11%,21%,-4%,-2%,-10%
CC1CCN(C(c2cc3cc4c(cc3[nH]c2=O)OCO4)c2nnnn2CC2CCCO2)CC1 (stereo not given),-2%[11.4 µM],2,u,-14%,-12%,3%,7%
CC1CCCN(C2=C(NS(=O)(=O)c3ccc(Cl)cc3)C(=O)c3ccccc3C2=O)C1 (stereo not given),-25%,48,8%,-46%,-8%,u,-13%
Nc1ncnc(N)c1N=Nc1ccccc1,-13%,-64*,-13%,-9%,-8%,-1%,-8%
O=C(c1ccc2c(c1)N(Cc1ccccc1F)C(=O)c1ccccc1S2(=O)=O)N1CCc2ccccc21,3%,11,-3%,x,4%,x,x
Cc1cccc(C)c1NC(=O)Nc1nnc([C@@H]2C[C@H](O)[C@@H](CO)O2)s1,x,42,x,x,2%,7%,x

Other results follow:
structure,Sm TGR block,HCMV antiviral,AmpC detergent,AmpC no deterg,TbPYK inhibitor,AMA1 RON2 block,LmPK inhibitor
c1nc(NCc2ccc3c(c2)OCO3)c2cc(-c3ccoc3)ccc2n1,-10%,x,u,-35%&-24%,-3%,x,x
O=C(COC(=O)c1ccccc1O)NC(=O)c1ccc(OC(F)F)cc1,-14%,13,-10%,-20%,-9%,-9%,x
COc1ccc(CCNC(=O)CSc2nnc(-c3ccccc3)o2)cc1OC,4%,26,-17%,-6%,-1%,2%,0%
Cc1ccc(NC(=S)NC(=O)C2CCCC2)c(Br)c1,x,45,x,-32%,2%,49%[activator],x

Taken from the results shown, two compounds:
structure,Sm TGR block,HCMV antiviral,AmpC detergent,AmpC no deterg,TbPYK inhibitor,AMA1 RON2 block,LmPK inhibitor
Cc1cccc(C)c1NC(=O)Nc1nnc([C@@H]2C[C@H](O)[C@@H](CO)O2)s1,x,42,x,x,2%,7%,x
c1nc(NCc2ccc3c(c2)OCO3)c2cc(-c3ccoc3)ccc2n1,-10%,x,u,-35%&-24%,-3%,x,x
